# IMPase Li inh – qHTS Assay for Identifying the Cell-Membrane Permeable IMPase Inhibitors: Potentiation with Lithium; 210,000 compounds, 0.35% hits; CHO-M1 cells, IP1 TR-FRET (IP-One), carbachol + lithium; Potency, µM (doses to about 59.4 µM), for inactives: top-dose activity, negative = IMPase inhibition, hits mostly inhibitors;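 also: IP1 builds up when IMPase is blocked and the TR-FRET signal falls; potency is read from the fitted curve at half-maximal effect; plate controls were basal vehicle for no effect and high inhibitor control for full effect; nearly all actives have a fitted effect of over 50% in size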
#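 IP1 accumulation measured by competitive TR-FRET in lysed CHO-M1 cells after 30 min compound exposure at 37C, with a small lithium addition to potentiate weak responses. Hill-equation AC50 from ratio and donor-channel data.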
# NPSR antagonist – qHTS Assay for Antagonists of the Neuropeptide S Receptor: cAMP Signal Transduction | Q6W5P4 | CHO-NPSR cells, cAMP TR-FRET, antagonist mode | 220,000 compounds, 1% hits | Potency, µM (titrated, usually from 38.3 µM), for inactives: top-dose activity change, negative = inhibition, usual class: inhibitors | AID 1461, 2008; also: potency is read from the fitted curve at half-maximal effect; % is scaled to controls: 0 for no effect and ±100 for the full control effect; nearly all actives have a fitted effect of over 50% in size; many of its hits are not listed in these tables
# Target sequence (Q6W5P4 whole entry, looked up): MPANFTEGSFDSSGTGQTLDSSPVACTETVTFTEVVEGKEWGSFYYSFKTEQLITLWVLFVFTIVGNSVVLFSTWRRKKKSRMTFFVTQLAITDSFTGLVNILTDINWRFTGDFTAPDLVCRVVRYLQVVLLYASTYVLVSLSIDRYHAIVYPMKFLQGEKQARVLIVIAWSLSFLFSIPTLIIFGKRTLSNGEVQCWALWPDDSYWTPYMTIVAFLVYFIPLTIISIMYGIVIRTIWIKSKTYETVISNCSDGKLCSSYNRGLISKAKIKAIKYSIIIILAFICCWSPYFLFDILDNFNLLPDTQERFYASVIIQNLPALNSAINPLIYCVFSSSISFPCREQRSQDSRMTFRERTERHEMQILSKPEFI
# Luc counter – Counterscreen for Luciferase (Kinase-Glo TM) Inhibition; 200,000 compounds, 0.28% hits; Potency, µM (doses to about 38.3 µM), without a hit: at the top dose activity change, negative = inhibition, hits mostly inhibitors; Luciferin 4-monooxygenase (Photuris pensylvanica), Q27757; Kinase-Glo luciferase, ATP luminescence, 8 min; also: potency is read from the fitted curve at half-maximal effect; % is scaled to controls: 0 for no effect and ±100 for the full control effect; nearly all actives have a fitted effect of over 60% in size
#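 Compound is pinned into ATP-containing buffer (10 uM ATP, imidazole pH 7.2, 7 mM MgCl2). Kinase-Glo luciferase reagent is then added. Light output is recorded following an 8-min room-temperature incubation.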
# L3MBTL1 block – qHTS Assay for the Inhibitors of L3MBTL1; Lethal(3)malignant brain tumor-like protein 1 (Homo sapiens), Q9Y468; AlphaScreen L3MBTL1–H3K9me1 peptide binding; Potency, µM (top dose mostly 57.1 µM), inactives show top-dose activity, negative = inhibition, hits mostly inhibitors; 230,000 compounds, 0.66% hits; also: potency is read from the fitted curve at half-maximal effect; % is scaled to controls: 0 for no effect and ±100 for the full control effect; nearly all actives have a fitted effect of over 60% in size
#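 Read-out is AlphaScreen signal from streptavidin donor and nickel chelate acceptor beads (10 ug/mL final each) bridging L3MBTL1 (50 nM) and biotinylated K9-monomethylated H3(1-15) peptide (75 nM), after 30 min compound exposure at room temperature.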
# Epigenetic reg – Quantitative High-Throughput Screen for Regulators of Epigenetic Control. murine LDR cells, GFP reporter derepression, 30 h. Potency, µM (highest dose often 53.9 µM), inactives show at the highest dose GFP activation, actives largely listed as activators. 280,000 compounds, 0.2% hits. AID 1865, 2009; also: potency is read from the fitted curve at half-maximal effect; % of control where 0% means no effect; nearly all actives have a fitted effect of over 60% in size
#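 GFP-positive cell count by laser-scanning cytometry (objects 20–120 um) after 30 h, 37 C compound exposure of murine LDR cells; reporter is CMV-GFP integrated at a silenced locus, inducible by HDAC or DNMT inhibitors.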
# CBFb-RUNX1 inh – qHTS Assay for Compounds Blocking the Interaction Between CBF-beta and RUNX1 for the Treatment of Acute Myeloid Leukemia; AlphaScreen CBFb-His/RUNX1-biotin binding, biochemical; Potency, µM (doses to about 59.8 µM), without a hit: top-dose activity, negative = inhibition, actives largely listed as inhibitors; 230,000 tested, under 10 active; AID 1477, 2009; also: % of control where 0% means no effect
# Target sequence (Q01196 whole entry, looked up): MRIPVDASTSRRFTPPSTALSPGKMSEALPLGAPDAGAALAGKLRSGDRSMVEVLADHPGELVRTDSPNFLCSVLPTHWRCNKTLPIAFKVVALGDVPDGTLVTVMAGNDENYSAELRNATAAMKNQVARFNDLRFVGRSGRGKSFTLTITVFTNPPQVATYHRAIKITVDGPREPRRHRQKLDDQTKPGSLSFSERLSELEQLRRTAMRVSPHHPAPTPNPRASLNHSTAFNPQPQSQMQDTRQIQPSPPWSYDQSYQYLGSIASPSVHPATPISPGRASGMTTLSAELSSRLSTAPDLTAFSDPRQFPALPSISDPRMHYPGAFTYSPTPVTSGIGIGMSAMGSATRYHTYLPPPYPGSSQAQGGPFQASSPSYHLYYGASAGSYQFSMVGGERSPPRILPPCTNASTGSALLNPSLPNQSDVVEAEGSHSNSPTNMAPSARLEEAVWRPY
# Target sequence (Q13951 whole entry, looked up): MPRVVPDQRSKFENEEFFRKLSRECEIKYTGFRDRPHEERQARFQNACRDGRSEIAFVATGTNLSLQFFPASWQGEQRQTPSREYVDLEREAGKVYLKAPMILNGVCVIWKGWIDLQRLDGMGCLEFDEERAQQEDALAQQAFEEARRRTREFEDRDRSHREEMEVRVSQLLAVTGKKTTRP
#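 Inhibition was taken as any reduction in AlphaScreen signal from the CBF-beta–RUNX1 pair (His and biotin tags, 30 nM each), measured after compound (15 min) and bead (90 min) incubations at room temperature.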
# HTT aggregate – qHTS Multiplex Assay to Identify Dual Action Probes in a Cell Model of Huntington: Aggregate Formation (GFP). 220,000 compounds, 1.1% hits. PC12 HttQ103-GFP aggregates, Acumen cytometry, 40 h. AID 1688, 2009. Potency, µM (series often up to 46.1 µM), inactives show top-dose activity change, negative = inhibition, most hits filed as inhibitors; also: potency is read from the fitted curve at half-maximal effect; % is scaled to controls: 0 for no effect and ±100 for the full control effect; nearly all actives have a fitted effect of over 60% in size
#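 Aggregates are detected as GFP objects 1–25 µm with signal 6 STDEV over background in lysates of induced PC12 cells. These carry Huntingtin exon 1 with 103 glutamines fused to GFP under an ecdysone promoter; compounds titrated.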
# Starred values were filed as active, the others as inactive; ? = inconclusive; . = no result given; & = joins results of further samples; [ ] = dose if it differs, or a comment. Calls follow the shape of the dose curve; as a rule, active = well fitted curve in the direction sought with a large enough effect; inconclusive = small, poorly fitted or top-dose-only effect, or another doubt; inactive = no such curve, though single readings can be large; an effect the other way counts as inactive or inconclusive. The list is partial, so the mix of outcomes need not match the whole.
# Second line of a record – IMPase Li inh	NPSR antagonist	Luc counter	L3MBTL1 block	Epigenetic reg	CBFb-RUNX1 inh	HTT aggregate
> CCN(CC)c1ccc(/C=C2\C(=O)NC(=O)N(Cc3ccco3)C2=O)cc1
 : 2.2%	11.9%	-5.3%	-26.7%	-0.9%	?	-10.7%
> CCOP(=O)(OCC)C(O)c1ccc(N(C)C)cc1 (centres undefined)
 : .	12.2%	.	3.8%	7.5%	6.7%	-7.1%[9.22 µM]
> CCOP(=O)(C(NC(=O)c1ccccc1Cl)=C(Cl)Cl)c1ccccc1 (centres undefined)
 : 22.6%[38.3 µM]	-6.2%[46.1 µM]	-0.9%	.	0.9%	-7.5%	-2.7%
> c1cc2c(cc1[C@H]1OC[C@@H]3[C@H]1CO[C@H]3c1ccc3c(c1)OCO3)OCO2
 : 21.5%	.	2.4%	.	0.1%	18.9%[21.7 µM]	.
> CC(C)OC(=O)c1c(N)n(CC2CCCO2)c2nc3ccccc3nc12 (centres undefined)
 : 18.2%[38.3 µM]	16.5%[46.1 µM]	-1.4%	3.7%	-7.9%	6.6%	1.5%
> Cn1c(O)c(C=NCCN2CCN(C(=O)c3ccccc3)CC2)c(=O)n(C)c1=O
 : 27.7%[38.3 µM]	4.0%[46.1 µM]	0.0%	.	-1.0%	0.3%	-11.8%
> O=c1[nH]c(=O)n(-c2cccc(Cl)c2)c(O)c1C=NCCN1CCCCC1
 : -6.7%[38.3 µM]	-0.9%[46.1 µM]	5.1%	-0.2%	-1.9%	10.1%	-10.0%
> C[N+]1(C)C2CC[C@H]1CC(OC(=O)[C@@H](CO)c1ccccc1)C2 (some centres undefined)
 : 35.7%[activator]	.	-2.4%[7.66 µM]	.	.	.	4.6%
> N#C/C(=C\c1ccc(O)c(O)c1)C(N)=S
 : 12.6%&0.0%&50.4%	.	-6.2%	.	0.0%&1.1%&0.1%	?	.
> CN1CCN(c2nc(N)cc(=O)[nH]2)CC1
 : .	-18.5%	.	0.3%	0.1%	15.4%	-4.6%[9.22 µM]
> CN(C)C1(c2nnnn2-c2ccc(Cl)cc2)CCCCC1
 : 10.4%[38.3 µM]	-1.2%[46.1 µM]	15.6%	7.8%	0.7%	1.2%	-1.0%
> CCOc1ccc(-c2nc3ccc(-c4nc5ccc(N6CCN(C)CC6)cc5[nH]4)cc3[nH]2)cc1
 : 12.6µM*	.	.	.	?	?	.
> c1ccc(CC(NCc2ccco2)c2ccccc2)cc1 (centres undefined)
 : 14.2%	-17.1%	-2.4%	98.9%[activator]	0.2%	?	-4.5%
> O=c1c2ccccc2nc(-c2ccoc2)n1-c1ccccc1
 : 8.2%[38.3 µM]	-13.5%[46.1 µM]	3.2%	.	0.0%	-0.1%	10.9%[1.84 µM]
> CC(C)C(C)(NC(=O)c1cccn(Cc2ccc3c(c2)OC(F)(F)O3)c1=O)C(N)=O (centres undefined)
 : 0.9%	-4.7%	4.7%	-14.4%	0.6%	-2.9%	11.5%
> O=C1c2cccc3cccc(c23)C(=O)N1/N=C/c1c(O)n(-c2ccccc2)c(=O)[nH]c1=O
 : -3.4%	5.5%	3.1%	3.7%	0.8%	-2.5%	-20.7%
> COc1ccc2[nH]cc(C3=CCNCC3)c2c1
 : 10.5%&19.4%	.	-1.8%	.	1.1%&7.7%	11.5%	.
> O=C(Nc1ccccc1)c1c(O)c2c(n(Cc3ccco3)c1=O)CCCC2
 : .	-32.0%	.	.	-1.0%	9.5%	-44.5%[9.22 µM]
> O=c1[nH]c(=S)n(C2CC2)c(O)c1C=Nc1cccc(C(F)(F)F)c1
 : ?	?	-4.7%	15.9%	0.4%	0.4%	-14.9%
> Cc1ccc2c(c1)C1CN(C)CCC1N2C(=O)Nc1cccc(Cl)c1 (centres undefined)
 : -2.5%[38.3 µM]	-4.7%[46.1 µM]	0.5%	2.0%	-0.9%	7.3%	2.1%
> NC(=O)C1CCN(/C=C2\C(=O)NC(=O)N(Cc3ccco3)C2=O)CC1
 : .	5.7%	.	.	-0.6%	?	-4.9%[9.22 µM]
> CN(C)CCc1ccc(O)cc1
 : 14.0%	.	1.5%	.	-0.3%	8.9%	-3.0%
> O=[N+]([O-])c1ccc(N2CCNCC2)c(Cl)c1
 : 5.5%	5.9%	-0.5%	2.3%	0.0%	1.9%	.
> CCOc1cc(-c2nc3c(C)cccn3c2NCC2CCCO2)ccc1O (centres undefined)
 : -6.9%[38.3 µM]	4.6%[7.67 µM]	-4.6%	-12.1%	1.7%	-4.0%	19.4%
> COc1cc(/C=C2\C(=O)NC(=O)N(c3ccccc3)C2=O)c([N+](=O)[O-])cc1OC
 : 1.5%	1.2%	-3.6%	16.8%	-2.2%	1.6%	12.5%
> CN(C)c1ccc(/C=C2\CC3C4CC=C5CC(O)CCC5(C)C4CCC3(C)C2=O)cc1 (centres undefined)
 : 1.2%	11.2%	-2.4%	3.5%	-1.1%	5.2%	2.6%
> CC(Cc1ccsc1)NCc1cn[nH]c1-c1ccc(F)cc1F (centres undefined)
 : .	39.3%	.	-8.0%	3.5%	7.7%	1.1%[9.22 µM]
> COC1=C[C@@H]2[C@@H]3Cc4ccc(OC)c(O)c4[C@]2(CCN3C)CC1=O
 : -1.2%	.	-2.1%[39.9 µM]	.	4.0%	3.1%	.
> CCOP(=S)(OCC)Oc1ccc2c(C)c(Cl)c(=O)oc2c1
 : -8.7%	.	-1.0%	.	1.1%	.	5.4%
> CC(C)C[C@H](NC(=O)[C@H](Cc1ccccc1)NC(=O)CNC(=O)[C@H](C)NC(=O)[C@@H](N)Cc1ccc(O)cc1)C(=O)O
 : 6.6%	.	.	.	0.8%	7.2%	.
> CN1CCN(c2nc(N)c(Br)c(Cl)n2)CC1
 : .	-16.5%	.	-4.0%	1.3%	1.7%	14.6%[9.22 µM]
> O=C(c1cn(Cc2ccccc2)c2ccccc12)C1CC1
 : 2.4%	10µM*	0.5%	.	1.1%	20.4%	-15.9%
> CN1CC(C(=O)c2ccc(Cl)cc2)C(c2ccc(N(C)C)cc2)C1 (centres undefined)
 : 15.8%	-16.7%	-2.5%	?	1.7%[10.1 µM]	-1.1%	8.7%[9.22 µM]
> N[C@H](Cc1o[nH]c(=O)c1Cl)C(=O)O
 : 11.5%	.	-0.5%	.	3.0%	26.6%[21.7 µM]	.
> O=C1C2CCN(CC2)C12CC2c1ccc(C(F)(F)F)cc1 (centres undefined)
 : .	-20.3%	.	10.8%	7.2%	8.7%	-14.7%[9.22 µM]
> CC1CCN(CC(=O)c2ccc3c(c2)OCCO3)CC1
 : 7.4%	14.3%	-0.7%	10.1%	-0.2%	-3.6%	1.0%
> CSc1ccccc1C(=O)C1CCCN(Cc2ccccn2)C1 (centres undefined)
 : 22.5%	2.4%	-1.8%	-21.1%	3.8%	-5.7%	13.5%[9.22 µM]
> O=C1NC(=O)N(Cc2ccccc2)C(=O)/C1=C/N1CCCc2ccccc21
 : -3.4%	25.4%	5.9%	?	0.0%	-19.5%	-2.9%
> O=C(O)/C=C\CO
 : 14.4%	.	0.4%	.	-1.1%	4.5%[21.7 µM]	.
> c1ccc2[nH]c(CCNC3CCCCC3)nc2c1
 : 9.2%[38.3 µM]	4.8%[46.1 µM]	-2.6%	5.3%	0.7%	4.3%	2.9%
> CCOc1ccc2nc(N=Nc3c(O)[nH]c(=O)[nH]c3=O)sc2c1
 : .	49.1%	.	-13.1%	3.7%	-26.6%	-11.0%[9.22 µM]
> CO[C@H]1CC=C2CCN3CCC4=C(CC(=O)OC4)[C@]23C1
 : -3.0%&0.0%&-10.3%	-6.0%[46.1 µM]	-2.1%	-13.9%	-0.2%&1.1%&1.7%	11.9%&3.3%&8.7%	.
> Cc1oc(-c2ccc(Cl)cc2)nc1CS(=O)CC(=O)N1CCC2(CC1)OCCO2 (centres undefined)
 : -4.2%[38.3 µM]	-2.4%[46.1 µM]	-0.5%	7.4%	0.0%	-1.8%	-17.0%
> O=C1NC2NC(=O)N([N+](=O)[O-])C2N1 (centres undefined)
 : .	-23.9%	.	-13.4%	-1.3%	-8.0%	-16.9%[9.22 µM]
> CNC(=O)O/N=C(\C)Cc1nnn(-c2cc(C)on2)n1
 : .	-14.5%	.	11.3%	0.1%	4.1%	-2.3%[9.22 µM]
> C#CC[N+]1(C)C2CCC1CC(O)C2 (centres undefined)
 : -3.6%	15.2%	-2.2%	.	-4.8%	3.1%	4.5%
> CC1CCC(C(C)C)C(OP(N)(=O)c2ccccc2)C1 (centres undefined)
 : -14.6%[38.3 µM]	6.2%[7.67 µM]	-4.7%	-10.7%	1.2%	4.5%	7.7%
> C=CCn1c(O)c(C(C)=NCc2ccc3c(c2)OCO3)c(=O)[nH]c1=O
 : .	8.5%	.	3.4%	-1.3%	3.3%	19.3%[9.22 µM]
> CNCC1(c2ccccc2)CCCC1
 : -4.1%[38.3 µM]	2.8%[46.1 µM]	0.3%	4.4%	-1.2%	3.7%	4.9%
> COC(=O)C1C=C2c3cccc4[nH]cc(c34)CC2N(C)C1 (centres undefined)
 : .	-26.1%	.	.	-1.1%	?	-39.0%[9.22 µM]
> NC(=O)c1cc(N2CC2)c([N+](=O)[O-])cc1[N+](=O)[O-]
 : 3.8%	-5.7%[46.1 µM]	-7.6%	.	-0.2%	19.2%	.
> CC(CO)(CO)N=Cc1c(O)n(-c2cccc3ccccc23)c(=O)[nH]c1=O
 : 10.2%[38.3 µM]	-4.2%[46.1 µM]	-7.6%	.	-1.0%	1.3%	25.7%
> C(=NC12CN3CN(CN(C3)C1)C2)c1cccs1
 : -3.7%[38.3 µM]	1.5%[46.1 µM]	-4.4%	5.3%	0.0%	-0.9%	4.0%
> S=c1[nH]nc(-c2cccs2)n1C1CCCCC1
 : .	?	.	44.3%[activator]	-2.1%	3.2%	2.6%[9.22 µM]
> CC(C)=CCOc1c2occc2cc2ccc(=O)oc12
 : 1.9%&5.0%	2.7%	-1.2%&0.7%	-5.5%	-0.3%&3.4%	6.6%	-10.7%
> CCN(CC)C(=O)c1ccc(NC(=O)Cn2nc(C)c3ccccc3c2=O)cc1
 : 18.1%[38.3 µM]	3.5%[46.1 µM]	-2.4%	?	-2.1%	1.2%	12.5%
> Cc1ccc2c(c1)N(N=O)CCC2
 : -1.8%	15.6%	4.5%	7.3%	-1.8%	1.6%	2.2%
